High-throughput results from PubChem BioAssay.
beta cell repl: inducers of MIN6 beta-cell proliferation, primary screen, ATP luminescence, uHTS; MIN6 cells proliferation, ATPlite luminescence, 48 h; cells starved in 0.2% serum; 100% = growth in 10% serum; proliferation, % at 10 µM; actives 0.29% (n = 330,000); AID 2380, 2010;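 active means compounds whose signal lies at least 3.5 SD above the mean of all wells on their plate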;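 further: 0% = DMSO-treated cells in low-serum medium and 100% = 10% serum control; some compounds called inactive have numbers as strong as hits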
MPTP inh: mitochondrial permeability transition pore inhibitors, primary screen, biochemical, isolated mouse mitochondria, absorbance; actives 1.4% (n = 360,000); inhibition, % at 10 µM; Ca2+ swelling absorbance, 30 min;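 active means inhibition of 50% or more, scaled per plate between neutral and stimulator controls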;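 further: 0% = DMSO wells given calcium and 100% = 1 mM EGTA wells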
A3G deaminase: APOBEC3G DNA deaminase inhibitors, primary screen, biochemical, fluorescence, single-stranded DNA substrate, uHTS. inhibition, % at 20 µM. recombinant A3G, ssDNA deamination FAM/TAMRA fluorescence. actives 0.28% (n = 330,000). DNA dC->dU-editing enzyme APOBEC-3G (Homo sapiens), Q9HC16;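 active means inhibition of at least 40% at 20 µM, with no more than 30% in the related APOBEC3A deaminase screen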;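 further: plate controls were DMSO wells with A3G for no effect and wells lacking A3G enzyme for full effect; some compounds called inactive have numbers as strong as hits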
Target sequence (Q9HC16 whole entry, looked up): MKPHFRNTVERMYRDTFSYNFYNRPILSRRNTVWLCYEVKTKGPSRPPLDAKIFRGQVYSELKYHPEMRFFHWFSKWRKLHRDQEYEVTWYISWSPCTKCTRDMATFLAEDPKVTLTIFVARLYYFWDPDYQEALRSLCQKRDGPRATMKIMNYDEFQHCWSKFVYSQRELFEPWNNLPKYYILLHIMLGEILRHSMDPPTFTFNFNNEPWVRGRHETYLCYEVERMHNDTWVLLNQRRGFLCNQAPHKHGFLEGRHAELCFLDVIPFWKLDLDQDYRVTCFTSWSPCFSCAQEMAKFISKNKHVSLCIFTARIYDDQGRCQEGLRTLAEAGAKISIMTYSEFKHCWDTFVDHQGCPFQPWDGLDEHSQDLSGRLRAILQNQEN
mIAP activ: activators of mouse IAP, primary screen, biochemical, luminescence, uHTS. intestinal alkaline phosphatase [Mus musculus]. activation factor at 10 µM. AID 2805, 2010. muIAP, CDP-Star luminescence, 30 min; hits give high values; 1 = vehicle-only enzyme signal, 0 = enzyme-free wells. actives 0.24% (n = 330,000);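 active means activation factor of at least 2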; further: the source names both 10 and 20 µM as test concentration; values of inactives mirror those of a sister screen read the other way
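also added = chemiluminescent substrate CDP-Star | test system = mouse IAP enzyme | signal = chemiluminescence readout | compound = DMSO-dissolved test compounds | incubation = 30 min at room temperature | benchmarks = DMSO wells, no-enzyme wells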
hIAP act: human IAP activators, primary screen, biochemical, luminescence, uHTS. AID 2524, 2010. purified human IAP, CDP-Star luminescence, 30 min; hits give high values; 1 = vehicle-only enzyme, 0 = enzyme-free background. activation factor at 10 µM. actives 0.16% (n = 330,000);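 active means activation factor of the enzyme at least 2-fold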; further: the source names both 10 and 20 µM as test concentration; values of inactives mirror those of a sister screen read the other way
mIAP block: inhibitors of mouse IAP, primary screen, biochemical, luminescence, uHTS; intestinal alkaline phosphatase [Mus musculus]; inhibition, % at 10 µM; actives 0.2% (n = 330,000); purified mouse IAP, CDP-Star luminescence, 30 min;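 active means inhibition of at least 40% at 10 µM in the primary screen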;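 further: plate controls were DMSO with enzyme for no effect and no enzyme wells for full effect; values of inactives mirror those of a sister screen read the other way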
APOBEC3A inh: APOBEC3A ssDNA deaminase inhibitors, primary screen, selectivity assay for APOBEC3G inhibitor project, biochemical, FAM/TAMRA oligo cleavage fluorescence; DNA dC->dU-editing enzyme APOBEC-3A (Homo sapiens), P31941; inhibition, % at 20 µM; actives 0.41% (n = 330,000); recombinant A3A, FAM/TAMRA ssDNA deamination fluorescence;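 active means at least 40% inhibition at 20 µM here, with at most 30% in a related deaminase screen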;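 further: plate controls were A3A with DMSO for no effect and wells lacking A3A enzyme for full effect; some results filed as inactive read as strong as hits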
Target sequence (P31941 whole entry, looked up): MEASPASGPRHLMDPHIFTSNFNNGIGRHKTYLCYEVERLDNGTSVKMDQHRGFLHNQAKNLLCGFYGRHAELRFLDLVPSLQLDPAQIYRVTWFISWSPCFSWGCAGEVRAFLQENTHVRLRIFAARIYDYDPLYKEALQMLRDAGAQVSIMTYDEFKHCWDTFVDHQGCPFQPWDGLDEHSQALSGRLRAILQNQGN
hIAP inh: human IAP inhibitors, primary screen, biochemical, luminescence, uHTS. Intestinal-type alkaline phosphatase (Homo sapiens), P09923. purified IAP, CDP-Star luminescence, 30 min. AID 2544, 2010. inhibition, % at 10 µM. actives 0.12% (n = 330,000);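 active means inhibition reaching a set limit with compound at 10 µM in the primary screen, cut at about 35% in these data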;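 further: plate controls were DMSO wells with enzyme for no effect and no-enzyme buffer wells for full effect; values of inactives mirror those of a sister screen read the other way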
ATG4B inhibitor: ATG4B protease inhibitors, primary screen, biochemical, fluorescence, uHTS; inhibition, % at 8.33 µM; actives 0.51% (n = 340,000); AID 504462, 2011; ATG4B cleavage of LC3-PLA2, NBD-HPC fluorescence, 1 h; Cysteine protease ATG4B (Homo sapiens), Q9Y4P1; in the data active means inhibition above about 40%
Target sequence (Q9Y4P1 whole entry, looked up): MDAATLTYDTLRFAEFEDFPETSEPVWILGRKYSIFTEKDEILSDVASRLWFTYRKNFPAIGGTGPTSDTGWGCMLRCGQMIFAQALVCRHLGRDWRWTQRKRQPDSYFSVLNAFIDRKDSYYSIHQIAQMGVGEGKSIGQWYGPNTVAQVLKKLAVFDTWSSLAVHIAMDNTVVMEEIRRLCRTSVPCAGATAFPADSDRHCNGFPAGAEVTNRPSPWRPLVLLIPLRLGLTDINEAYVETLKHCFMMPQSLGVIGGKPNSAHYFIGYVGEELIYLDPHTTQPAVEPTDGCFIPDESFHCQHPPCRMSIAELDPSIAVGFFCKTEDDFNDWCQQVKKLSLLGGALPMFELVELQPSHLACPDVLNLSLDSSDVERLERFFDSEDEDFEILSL
* marks the source's active call; other numbers are inactive results; . = no result given.

structure | beta cell repl | MPTP inh | A3G deaminase | mIAP activ | hIAP act | mIAP block | APOBEC3A inh | hIAP inh | ATG4B inhibitor
OC1OC[C@@H](O)[C@H](O)[C@H]1O (stereo partly drawn) | 1 | . | -8 | 0.93 | 0.98 | 7 | -4 | 2 | .
C=CCn1c2ccccc2n2nc(C)c(=O)nc12 | 1 | -0.4 | -2 | 1 | 0.95 | -2 | -2 | 5 | 1
CCOc1ccccc1NC(=O)NNS(=O)(=O)c1cc(C)ccc1C | -3 | 1.6 | -5 | 1 | 1.3 | -3 | -5 | -30 | -8
COc1ccc(S(=O)(=O)NCCCN2CCCC2=O)cc1OC | 2 | -0.3 | -11 | 1 | 0.9 | -3 | -4 | 10 | 0
CCNC(=S)N/N=C/c1cn(Cc2ccccc2F)c2ccccc12 | -6 | 4.0 | -10 | 0.91 | 0.88 | 9 | -3 | 12 | -7
Cc1ccc(NC(=O)CSc2nc(N)cc(=O)[nH]2)cc1S(=O)(=O)N1CCCCC1 | -3 | 0.5 | -2 | 0.9 | 1 | 10 | 1 | -4 | -3
O=C(O)c1cnc(-c2ccccc2)nc1Sc1ccc(Cl)cc1 | -4 | 9.6 | -6 | 1 | 1.1 | -2 | -4 | -12 | -5
O=C(CC1CC2CCC1C2)NC1CCCCCCC1 (stereo not drawn) | 1 | 0.5 | -5 | 1.1 | 1.1 | -8 | -1 | -7 | -8
CC1CCCN(C(=O)C2COc3ccccc3O2)C1 (stereo not drawn) | 0 | 0.6 | -2 | 0.97 | 1.1 | 3 | 0 | -8 | 2
CO/N=C(\C)c1ncc(C(F)(F)F)cc1N1CCOCC1 | 3 | 5.5 | -2 | 1 | 0.98 | -4 | 0 | 2 | -3
COc1ccc(NC(=O)C2CCN(C(=O)c3ccccc3)CC2)c(OC)c1 | -3 | 0.3 | -6 | 1.1 | 1.1 | -9 | -4 | -5 | 5
COc1ccc(-c2cc(C(=O)NCc3cccnc3)no2)cc1 | 0 | -1.3 | -9 | 1 | 0.93 | -4 | -5 | 7 | 2
Cc1cc(NC(=O)CCNS(=O)(=O)c2cc(Br)cnc2N)ccc1Br | -2 | 10 | -5 | 1 | 1.1 | -2 | -2 | -8 | -18
CC(C)Cc1nc(Cl)c(C#N)c2c1CCC2 | -2 | 2.3 | -5 | 1 | 0.85 | -4 | 0 | 15 | 2
CCCn1c(=O)c2ccccc2n2c(SCCOc3ccc(Cl)cc3)nnc12 | -2 | 1.3 | -2 | 1 | 1 | -3 | 2 | -1 | -7
COc1ccc(N(CCN2C(=O)c3ccccc3C2=O)C(=O)c2cccc([N+](=O)[O-])c2)cc1 | -2 | 2.1 | -1 | 1 | 0.9 | -2 | 1 | 10 | 10
O=C(CN(C(=O)c1csnn1)c1cccc(F)c1)NCc1ccc(F)cc1 | 0 | -1.7 | -7 | 0.94 | 0.9 | 6 | -3 | 10 | 18
CCOC(=O)c1ccc(N2CCN(c3ccc(F)cc3)CC2)c(NC(=O)Nc2cccc(OC)c2)c1 | 0 | 92* | 2 | 2.8* | 1.1 | -184 | 6 | -15 | -1
O=[N+]([O-])c1ccc(NCCNS(=O)(=O)c2ccccc2)c(C(F)(F)F)c1 | -1 | 2.4 | -4 | 0.89 | 1.2 | 11 | 2 | -24 | -3
Cc1ccc(OCc2nc(-c3ccc(-n4cccc4)cc3)no2)cc1C | -2 | -1.5 | -13 | 1.1 | 0.96 | -12 | -1 | 4 | -9
CCc1ccc(-c2nc(-c3ccncc3)no2)cc1 | -2 | 0.4 | -3 | 0.99 | 0.98 | 1 | -2 | 2 | -1
NC(=O)CC1NC(=O)c2cc([N+](=O)[O-])cc(I)c2OCCC(C(N)=O)NC(=O)[C@@H]2CCCN2C1=O (stereo partly drawn) | -2 | . | -9 | 1.1 | 1.1 | -14 | -4 | -6 | 1
O=C(N/N=C/c1cccnc1)c1ccc(NC(=O)c2ccc(Cl)cc2)cc1 | -4 | -1.3 | -7 | 0.95 | 1 | 5 | 3 | -2 | 9
CCOc1ccc(C(=O)NCC(=O)NNC(=O)CN(C)S(=O)(=O)c2ccc(Cl)cc2)cc1 | 4 | 0.6 | -5 | 1 | 1.4 | 0 | 1 | -42 | -6
COc1ccccc1CCNC(=O)C(=O)NCC1OCCN1C(=O)c1ccc(Cl)cc1 (stereo not drawn) | -4 | -0.7 | 2 | 1.1 | 1 | -8 | 0 | -2 | -4
Cc1ccc(-n2nc(C)c(Sc3ccccc3[N+](=O)[O-])c2N)cc1 | -6 | 0.9 | -6 | 0.94 | 0.83 | 6 | -1 | 17 | 0
CC1O[C@H](OC2C(COC3OC(CO)C(O)[C@H](O)C3O)OC(OC3CC[C@]4(C)C(CC[C@@]5(C)[C@@H]4C=C[C@]46OC[C@@]7(CCC(C)(C)C[C@H]74)C(O)C[C@@]56C)C3(C)C)C(O)C2O)C(O)C(O)C1O (stereo partly drawn) | 1 | -0.3 | -5 | 0.99 | 1 | 0 | 1 | -4 | -9
COc1ccc(Nc2nc(C)nc3c2nnn3Cc2ccccc2)cc1OC | 3 | -4.3 | -5 | 0.86 | 0.88 | 14 | -3 | 12 | -9
Cc1nc(SCC(=O)NCCc2ccccc2)c2oc3ccccc3c2n1 | -1 | 1.0 | -4 | 0.92 | 0.96 | 8 | -3 | 4 | 1
CCOC(=O)Cc1csc(SCC(=O)Nc2nccs2)n1 | -3 | 2.0 | -9 | 0.98 | 1 | 2 | 1 | -1 | 0
CC(C)(C)c1ccc(SCCc2ccncc2)cc1 | -4 | 105* | -8 | 0.92 | 1.4 | 8 | -3 | -36 | 3
CCOc1ccc(Br)cc1S(=O)(=O)Nc1ccc(NC(=O)c2ccccc2C)cc1 | 0 | 0.6 | 3 | 0.83 | 0.95 | 17 | 0 | 5 | 5
O=C(Nc1ccnn1C1CCN(Cc2ccccc2OCCO)CC1)c1cccc(F)c1 | 2 | 0.3 | -3 | 0.98 | 0.95 | 2 | -1 | 5 | 3
CC(=O)Nc1ccc(NC(=S)NC(=O)/C=C/c2ccc(Cl)cc2)cc1 | -2 | -0.9 | 1 | 1 | 1.2 | -1 | 3 | -17 | -6
FC(F)(F)c1ccccc1NC(=S)N1CCN(c2ncccn2)CC1 | 0 | 0.1 | -4 | 0.94 | 1.3 | 6 | -14 | -30 | 2
CC(c1c(O)c2ccccc2[nH]c1=O)C1(C)CCC(O)C(C)(C)O1 (stereo not drawn) | -4 | -0.4 | -10 | 1 | 1.1 | -3 | -5 | -8 | -8
O=C(c1ccnc(Cl)c1)N1CCCC(Nc2ccc(F)cc2)C1 (stereo not drawn) | 2 | -0.2 | -2 | 0.96 | 1.3 | 4 | -1 | -29 | -5
COc1cc(NC(=O)CCS(=O)(=O)c2ccc3c(c2)n(C)c(=O)c(=O)n3C)cc(OC)c1 | 1 | -0.1 | 0 | 0.96 | 1.1 | 4 | 3 | -9 | 3
Cc1cccc(S(=O)(=O)N(CC(=O)Nc2ccccc2C)Cc2ccco2)c1 | -3 | 0.8 | 0 | 0.95 | 0.99 | 5 | 1 | 1 | -6
CCC(C)NC(=O)c1ccc(CSCc2ccc(Cl)cc2)o1 (stereo not drawn) | -3 | 0.1 | -9 | 1 | 0.99 | -3 | -3 | 1 | 4
Cc1c(CCC(=O)O)c(=O)oc2cc3occ(-c4ccccc4)c3cc12 | -4 | 0.8 | -1 | 1 | 1 | -4 | 5 | -2 | -3
Cc1ccc[n+](CC(=O)Nc2ccc([N+](=O)[O-])cc2Cl)c1 | -1 | 0.2 | -3 | 0.86 | 0.81 | 14 | -2 | 19 | -5
Cc1cccc(C)c1NC(=O)CSc1n[nH]c(=O)n1C1CC1 | 1 | 0.0 | -6 | 1 | 1 | -3 | -2 | 0 | -4
CC1CCCC(C)N1C(=O)CSc1nc2ncnc(N)c2[nH]1 (stereo not drawn) | -2 | 0.2 | 4 | 1 | 1.1 | 0 | 3 | -14 | -10
CCOC(=O)C1(CC2CCCCO2)CCN(S(=O)(=O)c2cc(C)cs2)CC1 (stereo not drawn) | -1 | -5.3 | -7 | 1.1 | 1.1 | -7 | -3 | -7 | 14
Nc1nc(-c2ccco2)nn1C(=O)c1ccc(Cl)cc1 | 0 | -6.7 | 3 | 0.94 | 0.94 | 6 | -2 | 6 | -3
Nc1nc(N)c2sc3nc(C(F)(F)F)cc(C(F)(F)F)c3c2n1 | -1 | 0.2 | -3 | 0.85 | 0.84 | 15 | 3 | 16 | -19
CC(C)(C)NC(=O)CN(C(=O)c1snc(C(=O)NC2CCCCC2)c1N)c1ccc(F)cc1 | -1 | 0.8 | -12 | 0.99 | 0.87 | 0 | -5 | 13 | -9
CCN1CCN(Cc2cc(=O)oc3ccc(C)cc23)CC1 | 5 | 2.0 | -2 | 0.93 | 0.98 | 8 | 0 | 2 | 5

Molecules listed so far with an aryl methoxy group, in the order listed:
structure | beta cell repl | MPTP inh | A3G deaminase | mIAP activ | hIAP act | mIAP block | APOBEC3A inh | hIAP inh | ATG4B inhibitor
COc1ccc(S(=O)(=O)NCCCN2CCCC2=O)cc1OC | 2 | -0.3 | -11 | 1 | 0.9 | -3 | -4 | 10 | 0
COc1ccc(NC(=O)C2CCN(C(=O)c3ccccc3)CC2)c(OC)c1 | -3 | 0.3 | -6 | 1.1 | 1.1 | -9 | -4 | -5 | 5
COc1ccc(-c2cc(C(=O)NCc3cccnc3)no2)cc1 | 0 | -1.3 | -9 | 1 | 0.93 | -4 | -5 | 7 | 2
COc1ccc(N(CCN2C(=O)c3ccccc3C2=O)C(=O)c2cccc([N+](=O)[O-])c2)cc1 | -2 | 2.1 | -1 | 1 | 0.9 | -2 | 1 | 10 | 10
CCOC(=O)c1ccc(N2CCN(c3ccc(F)cc3)CC2)c(NC(=O)Nc2cccc(OC)c2)c1 | 0 | 92* | 2 | 2.8* | 1.1 | -184 | 6 | -15 | -1
COc1ccccc1CCNC(=O)C(=O)NCC1OCCN1C(=O)c1ccc(Cl)cc1 (stereo not drawn) | -4 | -0.7 | 2 | 1.1 | 1 | -8 | 0 | -2 | -4
COc1ccc(Nc2nc(C)nc3c2nnn3Cc2ccccc2)cc1OC | 3 | -4.3 | -5 | 0.86 | 0.88 | 14 | -3 | 12 | -9
COc1cc(NC(=O)CCS(=O)(=O)c2ccc3c(c2)n(C)c(=O)c(=O)n3C)cc(OC)c1 | 1 | -0.1 | 0 | 0.96 | 1.1 | 4 | 3 | -9 | 3
